Bioassay records as filed in PubChem.
DNA FID counter: compounds displacing fluorescent DNA intercalator, primary screen, artefact control for HCV NS3 helicase inhibitor project, biochemical, FID fluorescence; DNA fluorescent intercalator displacement; inhibition, % at 7.9 µM; 290,000 compounds, 0.17% hits; AID 1845, 2009; in the data active means inhibition above about 37%;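 further: 0% = vehicle and 100% = reference compound; higher means more ethidium bromide displaced from hairpin DNA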
VIM-2 inh: VIM-2 metallo-beta-lactamase inhibitors, primary screen, biochemical, epi-absorbance readout, Pseudomonas aeruginosa enzyme; purified VIM-2, nitrocefin hydrolysis, epi-absorbance fluorescence; inhibition, % at 5.6 µM; 290,000 compounds, 0.89% hits; AID 1527, 2009;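 active means inhibition above the mean of all tested compounds plus 3 SD, cutoff set per screening run, cut at about 7.5% in these data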;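 further: red hydrolysis product quenches plate fluorescence so inhibitors raise well fluorescence; 0% = enzyme with DMSO and 100% = DMSO without enzyme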
UBC9 SUMO inh: inhibitors of in vitro SUMOylation cascade, primary screen, biochemical, HTRF, uHTS | 290,000 compounds, 0.36% hits | SUMO-conjugating enzyme UBC9 (Homo sapiens), P63279 | inhibition, % at 35 µM | HTRF SUMOylation assay, SAE1/SAE2 + UBC9; in the data active means inhibition above about 50%, passing the limit was not always enough; further: strong numbers were not always called active
Target sequence (P63279 whole entry, looked up): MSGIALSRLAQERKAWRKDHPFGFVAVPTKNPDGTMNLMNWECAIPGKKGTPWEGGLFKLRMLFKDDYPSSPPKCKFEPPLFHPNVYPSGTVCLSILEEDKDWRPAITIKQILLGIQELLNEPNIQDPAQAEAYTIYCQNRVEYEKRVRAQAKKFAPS
IMP-1 inhibitor: IMP-1 metallo-beta-lactamase inhibitors, primary screen, biochemical, epi-absorbance readout, Pseudomonas aeruginosa enzyme. metallo-beta-lactamase IMP-1 (Pseudomonas aeruginosa). AID 1556, 2009. inhibition, % at 5.6 µM. 290,000 compounds, 0.45% hits. purified IMP-1, nitrocefin hydrolysis, epi-absorbance fluorescence;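 active means inhibition above the mean plus 3 SD of all compounds in the same screening run, cut at about 4.5% in these data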;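 further: 0% = IMP-1 with DMSO and 100% = DMSO wells lacking enzyme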
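assay system = purified recombinant IMP-1 metallo-beta-lactamase enzyme | schedule = 15 min preincubation plus 25 min reaction at 25 °C | signal = Epi-absorbance fluorescence, 480 nm excitation, 530 nm emission | read-out basis = percent inhibition from optical density relative to buffer-blank wells | controls = IMP-1 with DMSO as 0%, enzyme-free DMSO as 100%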
IDE inh: human IDE inhibitors in live cells, primary screen, fluorescence polarization, HEK cells, FAbetaB substrate; 320,000 compounds, 0.41% hits; AID 434962, 2010; FAbetaB cleavage; inhibition, % at 5.59 µM; Insulin-degrading enzyme (Homo sapiens), P14735;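 active means percent inhibition above the average of all tested compounds plus 3 SD, set per screening campaign, cut at about 16% in these data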;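 further: IDE supplied by intact live HEK cells; FP after avidin binding of uncleaved biotin substrate so inhibition keeps polarization high; 0% = DMSO wells and 100% = 60 µM reference IDE inhibitor Ii1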
HCV NS3 hel inh: inhibitors of HCV NS3 helicase, primary screen, biochemical, Cy5 molecular beacon fluorescence; inhibition, % at 10.9 µM; AID 1800, 2009; 290,000 compounds, 0.56% hits; Hepatitis C virus NS3 helicase; NS3 helicase DNA unwinding;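 active means inhibition above the mean of all tested compounds plus 3 SD, set per campaign, cut at about 35% in these data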;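 further: 0% = DMSO wells and 100% = thioflavine S control wells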
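System: Hepatitis C virus NS3 helicase domain fragment enzyme | Reagent: Annealed dual-labelled DNA beacon duplex, ATP-started | Compound dosing: 10.9 µM single point, 0.8% DMSO | Incubation: 1 h reaction at 25 °C, ATP-initiated | Technique: Cy5 fluorescence | Evaluation: Percent inhibition from t60/t0 fluorescence ratio | Benchmarks: Low DMSO, high thioflavine S at 110 µM | Replication: Singlicate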
IDE cell activ: human IDE activators in live cells, primary screen, fluorescence polarization, HEK cells, FAbeta-B substrate; Insulin-degrading enzyme (Homo sapiens), P14735; activation, % at 5.96 µM; 340,000 compounds, 0.073% hits; FAbeta-B cleavage; 0% vehicle, 100% cell-free pure enzyme wells;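 active means activation above the mean of all tested compounds plus 3 SD, set per screening campaign, cut at about 17% in these data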
p-CIP stab down: p/CIP-EGFP fusion destabilizers, primary screen, fluorescence, F442A cells; Q05BA5; 16 h; decrease of EGFP signal, % at 10 µM; 290,000 compounds, 0.01% hits;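 active means EGFP signal decrease of at least 30% at 10 µM or well 3 SD below plate mean, unless failing retest; inactive means the rest, including hits failing retest or dose response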; further: some compounds called inactive have numbers as strong as hits; many of its hits are not listed in these tables
M18AAP inhibitor: PfM18AAP inhibitors, malaria aminopeptidase, primary screen, biochemical, QFRET, recombinant enzyme; M18 aspartyl aminopeptidase (Plasmodium falciparum 3D7); H-Glu-NHMec fluorogenic cleavage; inhibition, % at 7.35 µM; 290,000 compounds, 1.2% hits; AID 1822, 2009;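 active means inhibition above the campaign mean inhibition over all tested compounds plus 3 SD, cut at about 28% in these data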;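 further: 0% = plate median of test compound wells and 100% = 2 mM ZnCl2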
Starred values were filed as active, the others as inactive.

How did S=C(Nc1ccc(Cl)c(Cl)c1)NC1CCCCC1 do in these assays?
DNA FID counter: 1.4; VIM-2 inh: 0.2; UBC9 SUMO inh: -6.7; IMP-1 inhibitor: -0.6; IDE inh: 5.8; HCV NS3 hel inh: 24.9; IDE cell activ: 6.1; p-CIP stab down: 2.8; M18AAP inhibitor: -3.3

Results for O=C(NCCO)C(c1ccccc1)c1ccccc1 ?
DNA FID counter: 0.9; VIM-2 inh: -2.4; UBC9 SUMO inh: 5.6; IMP-1 inhibitor: -0.4; IDE inh: 7.2; HCV NS3 hel inh: -8.8; IDE cell activ: 3.9; p-CIP stab down: -16.5; M18AAP inhibitor: 6.8

Results for COc1ccccc1CN1CC(C(=O)N2CCC(OC)CC2)CCC1=O (configuration not stated) ?
DNA FID counter: -10.2; VIM-2 inh: -0.5; UBC9 SUMO inh: 5.3; IMP-1 inhibitor: -2.3; IDE inh: 6.2; HCV NS3 hel inh: 3.7; IDE cell activ: -2.2; p-CIP stab down: -11.4; M18AAP inhibitor: 1.7

How did CC(C)CS(=O)(=O)C1=NSC2=NC(=O)/C(=C\c3ccc(OC(=O)c4ccco4)cc3)C(=N)N21 do in these assays?
DNA FID counter: -11.3; VIM-2 inh: -1.6; UBC9 SUMO inh: 5.9; IMP-1 inhibitor: -1.0; IDE inh: 3.0; HCV NS3 hel inh: 10.8; IDE cell activ: -2.0; p-CIP stab down: -17.9; M18AAP inhibitor: 1.3

Results for Cc1occc1C(=O)N/N=C/C1=C(N2CCOCC2)C(=C\c2ccc(Cl)cc2Cl)/CC1 ?
DNA FID counter: -5.7; VIM-2 inh: 2.2; UBC9 SUMO inh: 14.0; IMP-1 inhibitor: -0.1; IDE inh: 0.1; HCV NS3 hel inh: 9.2; IDE cell activ: -0.8; p-CIP stab down: -6.6; M18AAP inhibitor: -5.9

How did Cc1ccc(NC(=O)Nc2cc(C)on2)cc1 do in these assays?
DNA FID counter: 1.3; VIM-2 inh: -1.7; UBC9 SUMO inh: 14.8; IMP-1 inhibitor: -3.9; IDE inh: 1.8; HCV NS3 hel inh: 1.7; IDE cell activ: 6.3; p-CIP stab down: -20.8; M18AAP inhibitor: 1.7

What do the screens show for `Cc1ccc(N(C(=O)c2ccco2)C(C(=O)NC2CCCC2)c2cccnc2)cc1` (configuration not stated)?
DNA FID counter: -27.3; VIM-2 inh: -1.3; UBC9 SUMO inh: 19.1; IMP-1 inhibitor: -0.1; IDE inh: 1.1; HCV NS3 hel inh: 2.9; IDE cell activ: -4.8; p-CIP stab down: -1.8; M18AAP inhibitor: -4.2

How did O=C(Nc1nnc(COc2ccccc2)s1)C1CCN(S(=O)(=O)c2ccc(Cl)cc2)CC1 do in these assays?
DNA FID counter: -7.2; VIM-2 inh: -2.4; UBC9 SUMO inh: 0.9; IMP-1 inhibitor: -3.5; IDE inh: 2.9; HCV NS3 hel inh: 7.7; IDE cell activ: 7.9; p-CIP stab down: -6.7; M18AAP inhibitor: 1.4

How did CC(=O)c1ccc(OC(=O)c2cc3ccccc3oc2=O)cc1 do in these assays?
DNA FID counter: -3.0; VIM-2 inh: -1.5; UBC9 SUMO inh: 7.4; IMP-1 inhibitor: -3.9; IDE inh: 2.3; HCV NS3 hel inh: 4.9; p-CIP stab down: -4.8; M18AAP inhibitor: -9.3

What do the screens show for `CC(=O)c1cccc(CN2CCCC(N3CCN(c4ccccc4F)CC3)C2)c1` (configuration not stated)?
DNA FID counter: 0.6; VIM-2 inh: 1.4; UBC9 SUMO inh: -2.6; IMP-1 inhibitor: -0.8; IDE inh: 3.9; HCV NS3 hel inh: -28.7; IDE cell activ: 1.6; p-CIP stab down: -3.6; M18AAP inhibitor: -0.8

Results for COc1cccc(NC(=O)Nc2ccccc2SC)c1 ?
DNA FID counter: -4.0; VIM-2 inh: -2.1; UBC9 SUMO inh: -5.1; IMP-1 inhibitor: -1.3; IDE inh: -0.4; HCV NS3 hel inh: 7.9; IDE cell activ: -2.6; p-CIP stab down: 4.1; M18AAP inhibitor: -2.9

Results for Cc1cccc(N(CC(=O)Nc2c(C)n(C)n(-c3ccccc3)c2=O)S(C)(=O)=O)c1 ?
DNA FID counter: -6.6; VIM-2 inh: -3.1; UBC9 SUMO inh: -5.7; IMP-1 inhibitor: -2.0; IDE inh: 10.0; HCV NS3 hel inh: -1.8; IDE cell activ: 1.5; p-CIP stab down: -4.7; M18AAP inhibitor: -3.0

Results for CCCCCCc1nc2ccccc2c(=O)n1NC(=O)c1c(O)c2c(n(CC(C)C)c1=O)CCCC2 ?
DNA FID counter: 1.1; VIM-2 inh: -3.0; UBC9 SUMO inh: 13.0; IMP-1 inhibitor: -1.8; IDE inh: 3.5; HCV NS3 hel inh: 13.3; IDE cell activ: 3.2; p-CIP stab down: -25.6; M18AAP inhibitor: 2.0

How did CCOc1ccc(OCC(O)CN2CCc3ccccc3C2)cc1 (configuration not stated) do in these assays?
DNA FID counter: -3.0; VIM-2 inh: -2.1; UBC9 SUMO inh: 9.3; IMP-1 inhibitor: -3.0; IDE inh: -6.4; HCV NS3 hel inh: -8.0; IDE cell activ: 1.1; p-CIP stab down: -1.8; M18AAP inhibitor: 4.9

What do the screens show for `Brc1ccc2ncnc(NCc3cccnc3)c2c1`?
DNA FID counter: -4.6; VIM-2 inh: -0.9; UBC9 SUMO inh: 19.6; IMP-1 inhibitor: -2.0; IDE inh: 1.7; HCV NS3 hel inh: -10.6; IDE cell activ: 1.7; p-CIP stab down: -10.8; M18AAP inhibitor: -3.0

How did CC(=O)Nc1ccc(N2C(=O)CC(c3ccccc3)CC2=O)cc1 do in these assays?
DNA FID counter: -7.3; VIM-2 inh: -2.6; UBC9 SUMO inh: -10.4; IMP-1 inhibitor: -2.9; IDE inh: -1.1; HCV NS3 hel inh: 2.0; IDE cell activ: 3.1; p-CIP stab down: 3.7; M18AAP inhibitor: -0.3

What do the screens show for `Cc1cc(NC(=O)COc2ccccc2C)ccc1NC(=O)c1cccs1`?
DNA FID counter: -30.2; VIM-2 inh: -1.5; UBC9 SUMO inh: 6.6; IMP-1 inhibitor: -3.0; IDE inh: 2.2; HCV NS3 hel inh: 6.5; IDE cell activ: 3.8; p-CIP stab down: -2.1; M18AAP inhibitor: -0.5

Results for Cc1nn(-c2ccccc2)c(N2CCCC2)c1/C=N/NC(=S)Nc1cc(C(F)(F)F)ccc1Cl ?
DNA FID counter: 0.1; VIM-2 inh: -4.2; UBC9 SUMO inh: -2.3; IMP-1 inhibitor: -4.6; IDE inh: 8.5; HCV NS3 hel inh: 2.4; IDE cell activ: 2.9; p-CIP stab down: 0.0; M18AAP inhibitor: 1.5

What do the screens show for `CC[C@H](CO)Nc1nc(Nc2cccc(Cl)c2)c2ncn(C(C)C)c2n1`?
UBC9 SUMO inh: 6.8; IDE inh: 1.4; IDE cell activ: 3.8; p-CIP stab down: -15.4

How did CSC1=NCCN1C(=O)c1ccc(S(=O)(=O)N(C)C)cc1 do in these assays?
DNA FID counter: 4.0; VIM-2 inh: 0.7; UBC9 SUMO inh: 13.1; IMP-1 inhibitor: -3.1; IDE inh: 3.2; HCV NS3 hel inh: 5.5; IDE cell activ: 3.7; p-CIP stab down: -13.9; M18AAP inhibitor: -3.2

Results for O=C(CSc1ncnc2nc[nH]c12)c1ccc([N+](=O)[O-])cc1 ?
DNA FID counter: 3.9; VIM-2 inh: 0.4; UBC9 SUMO inh: 2.9; IMP-1 inhibitor: -1.4; IDE inh: -6.9; HCV NS3 hel inh: 3.5; IDE cell activ: 1.9; p-CIP stab down: -2.4; M18AAP inhibitor: -6.8

How did CSc1ccc(/C=N/NC(=O)CN2CCN(Cc3ccc(C)cc3)CC2)cc1 do in these assays?
DNA FID counter: 4.0; VIM-2 inh: -3.0; UBC9 SUMO inh: -17.8; IMP-1 inhibitor: -3.4; IDE inh: -2.3; HCV NS3 hel inh: -9.2; IDE cell activ: 6.8; p-CIP stab down: -1.6; M18AAP inhibitor: 0.5

How did CS(=O)(=O)NCCSCc1ccccc1 do in these assays?
DNA FID counter: 2.3; VIM-2 inh: -4.0; UBC9 SUMO inh: -23.2; IMP-1 inhibitor: -2.5; IDE inh: 7.8; HCV NS3 hel inh: 5.7; IDE cell activ: 6.5; p-CIP stab down: 2.5; M18AAP inhibitor: 1.3

How did CCOC(=O)c1c(NC(=S)N2CCOCC2)sc2c1CCN(C(=O)OCC)C2 do in these assays?
DNA FID counter: -11.2; VIM-2 inh: 1.7; UBC9 SUMO inh: 4.0; IMP-1 inhibitor: -1.7; IDE inh: 1.6; HCV NS3 hel inh: -5.4; p-CIP stab down: -19.9; M18AAP inhibitor: -0.5

Results for CCOC(=O)CNC(=O)c1ccc(C#CC2(O)CCCCC2)cc1 ?
DNA FID counter: -18.1; VIM-2 inh: -3.3; UBC9 SUMO inh: 6.8; IMP-1 inhibitor: -1.5; IDE inh: 7.6; HCV NS3 hel inh: 6.9; IDE cell activ: 4.5; p-CIP stab down: -12.5; M18AAP inhibitor: -3.3

Results for Cc1c(-n2cc(C(=O)c3cc(F)ccc3O)cc(C#N)c2=O)c(=O)n(-c2ccccc2)n1C ?
DNA FID counter: -13.0; VIM-2 inh: 2.6; UBC9 SUMO inh: 4.5; IMP-1 inhibitor: 2.0; IDE inh: 11.0; HCV NS3 hel inh: 5.0; IDE cell activ: -10.0; p-CIP stab down: 10.7; M18AAP inhibitor: -9.6

What do the screens show for `CN(C(=O)CSc1nnc(N)s1)C1CCCCC1`?
DNA FID counter: -6.4; VIM-2 inh: -2.1; UBC9 SUMO inh: 16.1; IMP-1 inhibitor: -1.1; IDE inh: 7.2; HCV NS3 hel inh: 36.6*; IDE cell activ: 0.1; p-CIP stab down: -9.8; M18AAP inhibitor: -7.1

What do the screens show for `CN(c1ccccc1)S(=O)(=O)c1ccc(C(=O)Nc2nnc(C3=COCCO3)o2)cc1`?
DNA FID counter: -47.4; VIM-2 inh: -2.1; UBC9 SUMO inh: 15.2; IMP-1 inhibitor: -2.3; IDE inh: 4.4; HCV NS3 hel inh: 16.7; IDE cell activ: -0.5; p-CIP stab down: 15.1; M18AAP inhibitor: 7.5
